# Bioassay records: PubChem, several laboratories
# NOD1 inhibition: NOD1 signaling inhibitors, primary screen, cell-based, luminescence, uHTS (AID 1578). NOD1-driven NF-kB luciferase reporter cells, luminescence; higher % means a stronger effect. one-dose inhibition, % at 4 µM; EC50 in µM for titrated hits. actives 1% (n = 290,000); in the data active = inhibition mostly above about 36%, no sharp cut-off; inactive = mostly below about 34%;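 also: HEK-293T reporter cells stimulated with the NOD1 agonist gamma-tri-DAP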
# P. falciparum M17LAP: P. falciparum M17LAP inhibitors, primary screen, biochemical, fluorogenic H-Leu-NHMec substrate, 1536-well (AID 1619) | Leucine aminopeptidase (Plasmodium falciparum (isolate 3D7)) | recombinant M17LAP, H-Leu-NHMec fluorogenic kinetic assay; higher % means a stronger effect | inhibition, % at 30 µM; hits with a dose series show IC50 in µM | actives 0.38% (n = 220,000);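 active = compound inhibiting the enzyme by more than half at any dose during confirmatory dose-response retesting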;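 also: plate controls were full reaction with DMSO carrier for no effect and no enzyme background for full effect; strong numbers were not always called active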
# Yfh1-depleted yeast: enhancers of respiration in Yfh1-depleted yeast, dose response, Friedreich's ataxia, plus single-dose screen (AID 1465); S. cerevisiae Yfh1-off respiration, WST-1 reduction, 72 h; higher fold induction means a stronger effect; one-dose fold induction at 50 µM; EC50 in µM for titrated hits; actives 0.074% (n = 220,000);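 active = fold induction of absorbance versus untreated yeast above a set limit, then at least 30% activation at any dose in follow-up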;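 also: activators that raise dye reduction in frataxin-depleted yeast; strong numbers were not always called active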
# Ins promoter up: insulin promoter activators in MIN6 cells, imaging, high-content screening, mouse beta cells | MIN6 insulin promoter-GFP reporter; stronger effect = higher value | z-score at 5 µM | actives 0.3% (n = 190,000);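 active = z-score above 3 at 5 µM with at least 500 cells counted in the well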
# MT stabilizer: microtubule stabilizers in HeLa cells, primary screen, imaging, high-content imaging; HeLa tubulin immunostaining HCS, 24 h; share of cells brighter than vehicle mean+2SD; % tubulin-high responders, % at 10 µM; actives 0.83% (n = 200,000); AID 2205, 2009;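 active = plate Z-score above 3 for both tubulin-high and condensed-nucleus cell shares, with cell loss under 80%, at 10 µM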;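 also: anti alpha tubulin signal scored within the nucleus-defined area of each cell; some results filed as inactive read as strong as hits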
# bCat nuc transl: modulators of beta-catenin nuclear translocation, primary screen, imaging, HeLa cells, immunofluorescence, high-content | nuclear translocation activity, % at 5 µM | actives 0.3% (n = 190,000) | AID 1665, 2009;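 active = nuclear translocation activity above 50% at 5 µM, with a well cell count of 50 or more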;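 also: per-cell ratio of nuclear to cytoplasmic median beta-catenin stain intensity; plate controls were DMSO negative control for no effect and GSK-3 inhibitor IX positive control for full effect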
#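 Read-out: Nuclear/cytoplasmic beta-catenin signal ratio, % activation | Assay system: Human HeLa cell line | Times: 24 h compound exposure at 37°C, 5% CO2 | Signal: Fluorescence imaging of beta-catenin antibody stain plus DAPI | Dosing: 5 µM primary, 0.02–20 µM confirmation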
# Dynein cargo inh: inhibitors of GR-EGFP nuclear translocation, primary screen, dynein cargo transport inhibitor project, imaging, high-content, 3617.4 mouse cells; test concentration mostly 20 µM; stimulated with dexamethasone, 1 µM; stronger effect = lower value; z-score, hits read low; actives 0.47% (n = 220,000); AID 1381, 2008;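 active = plate z-score of nuclear minus cytoplasmic receptor signal below a set negative limit, without overly bright fluorescence or cell loss, cut at about -3.5 in these data, passing the limit was not always enough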;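 also: z-score of nuclear minus cytoplasmic ring GR-EGFP intensity difference per well; some compounds called inactive have numbers as strong as hits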
#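 Also added – dexamethasone, 1.0 µM final · Buffer or medium – tet-free, stripped-serum medium · Schedule – induction 48 h, compound 1 h, agonist 30 min · Detection – formaldehyde fixation, Hoechst nuclear stain, 10x automated fluorescence imaging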
# NOD2 inhibition: NOD2 signaling inhibitors, cell-based, luminescence, uHTS, HEK293 (AID 1566); actives 0.63% (n = 290,000); HEK293 NOD2/NF-kB luciferase reporter, luminescence; higher % means a stronger effect; inhibition, % at 4 µM; hits with a dose series show EC50 in µM; in the data active = inhibition above about 50%; also: many of its hits are not listed in these tables
# Autophagy mod: autophagy modulators in MEF cells, primary screen, imaging, high-content, MEF GFP-LC3; MEF GFP-LC3 puncta imaging; test concentration mostly 10 µM; actives 0.98% (n = 190,000); calls only at 10 µM (by protocol); AID 463193, 2010;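 active = percentage of spot-positive cells more than 3 SD above its plate mean, without a fluorescence outlier flag or 80% toxicity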;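 also: spot-positive cell cutoff set from DMSO-treated cells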
# Dynein cargo inh cytoplasmic EGFP: further read-out of Dynein cargo inh, marked with its call; z-score; measured here: cytoplasmic GR-EGFP intensity; stronger effect = higher value
# Dynein cargo inh nuclear GR-EGFP: also measured in Dynein cargo inh; calls as there; z-score; measured here: nuclear GR-EGFP intensity;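 lower value marks the stronger effect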
# Dynein cargo inh cell count: second read-out of Dynein cargo inh, no call of its own (marks repeat the call); z-score; measured here: cell count per field
# Ins promoter up cell count: also measured in Ins promoter up; calls as there; cell count; measured here: cytotoxicity, nuclei count;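 total cells summed across four imaged fields per well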
# bCat nuc transl cell count 5 µM: further read-out of bCat nuc transl, marked with its call; cell count; measured here: cell count, cytotoxicity flag
# MT stabilizer Hoechst-high %: second read-out of MT stabilizer, no call of its own (marks repeat the call); % Hoechst-high responders; measured here: nuclear condensation Hoechst responders;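 share of cells brighter than vehicle mean plus two SD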
# MT stabilizer cytotoxicity %: also measured in MT stabilizer; calls as there; toxicity, %; measured here: cytotoxicity by cell density;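 0% = mean cell density of plate MIN control wells and 100% = no cells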
# Autophagy mod cell loss 18 h: further read-out of Autophagy mod, marked with its call; toxicity, %; measured here: cell loss, nuclei count;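 cell loss after 18 h compound exposure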
# Active calls of the source: *; i = inactive; / = not tested or not shown. Not all compounds are listed; the hit share may differ from the screen's.
SMILES,NOD1 inhibition,P. falciparum M17LAP,Yfh1-depleted yeast,Ins promoter up,Ins promoter up cell count,MT stabilizer,MT stabilizer Hoechst-high %,MT stabilizer cytotoxicity %,bCat nuc transl,bCat nuc transl cell count 5 µM,Dynein cargo inh,Dynein cargo inh cytoplasmic EGFP,Dynein cargo inh nuclear GR-EGFP,Dynein cargo inh cell count,NOD2 inhibition,Autophagy mod,Autophagy mod cell loss 18 h
CCCN1C(=O)c2ccc(C(=O)NCc3ccco3)cc2C1=O,-13.3%,10.2%,i,1.47,1225,2.8,1.5,1.8,/,/,-0.392,-0.224,-0.388,0.704,-3.1%,i,-0.9
CSc1nnc(C)c(=O)n1COC(=O)COc1ccc(F)cc1,-27.5%,4.7%,i,0.14,1168,3.2,2.7,5.0,/,/,-0.488,-0.229,-0.238,0.954,-16.0%,i,7.2
Nc1nnc(SCC(=O)NC2CCCCC2)n1-c1ccccc1,0.8%,-0.1%,i,/,/,2.5,2.8,3.9,/,/,-0.971,-0.282,-0.619,2.83,12.0%,i,12.3
CC1Cc2nc(SCC(N)=O)n(C)c(=O)c2S1 (stereo not given),-16.4%,11.9%,i,-0.47,1512,2.0,1.5,1.9,0.8,1088,2,-0.0476,1.21,-1.08,10.4%,i,22.7
O=C(Nc1ccc(F)cc1F)c1csc(-c2ccccc2)n1,-29.6%,-5.7%,i,0.31,1777,5.1,2.1,10.5,-3.9,1148,-0.392,-0.216,0.372,0.476,-79.1%,i,10.7
Cc1ccc(C(=O)NC(=S)NCc2cccnc2)cc1C,-42.0%,11.4%,i,-0.87,1226,4.8,3.2,2.2,-1.0,1095,-0.419,-0.192,-0.166,0.22,8.2%,i,-11.9
Cn1nnc2cc(C(=O)N3CCSCC3)ccc21,-9.3%,-2.1%,/,-0.4,1360,1.6,0.7,26.6,/,/,-0.396,-0.259,-0.292,1.5,15.4%,i,2.6
O=C(COc1ccc2ccccc2c1)NC1=NCCS1,-31.1%,0.4%,i,0.29,853,3.2,1.5,4.4,-3.2,1108,-0.43,-0.255,0.331,1.71,-162.9%,i,-6.0
O=C(Nc1nnc(SCc2ccc(Cl)cc2Cl)s1)C1COc2ccccc2O1 (stereo not given),49.1%,15.2%,/,/,/,3.6,2.2,6.2,/,/,0.113,-0.237,-0.599,0.0641,11.0%,i,-21.5
COCc1[nH]nc2c1C(c1c(F)cccc1Cl)C(C#N)=C(N)O2 (stereo not given),-4.0%,12.4%,i,0.91,1375,7.8,3.3,3.4,-2.1,771,0.419,-0.294,0.265,-0.536,-7.7%,i,0.5
CCOC(=O)c1nn(-c2ccc(F)cc2)c2nc(-c3ccccc3)c(C#N)c(=O)n12,-22.6%,3.2%,i,-0.05,1142,3.5,3.0,3.7,-0.3,540,0.564,-0.102,0.481,-1.66,8.0%,i,-7.6
Cc1c(O)ccc(NC(=O)/C=C/c2ccccc2)c1C,-47.8%,6.7%,i,-0.09,1332,4.2,2.0,8.7,-4.1,1060,-0.483,-0.282,0.116,-0.0498,-14.8%,i,-9.6
COCCCNC(=O)C12CCC(C)(C(=O)C1)C2(C)C (stereo not given),/,0.2%,i,0.31,1256,1.1,1.5,2.5,/,/,0.84,-0.266,0.593,0.712,-21.7%,i,0.8
Cc1nc2ccccn2c1C(=O)NCCCN1CCOCC1,-8.8%,4.3%,i,-1.04,1302,1.5,1.0,22.6,-0.5,1092,-0.853,-0.27,-0.571,0.866,-3.1%,i,-2.8
Cc1sc(NC(=O)CSc2nc(N)n(CC(=O)c3ccccc3)n2)c(C#N)c1C,-12.8%,15.0%,i,-1.74,1878,2.5,1.2,11.3,1.0,1083,-1.68,-0.163,-1.24,0.324,-9.0%,i,-5.6
Cc1cc(=O)oc2cc(OC(C)C(=O)N3CCOCC3)ccc12 (stereo not given),1.4%,2.9%,i,0.67,853,1.1,1.6,3.9,/,/,-0.719,0.0129,-0.0652,0.499,-5.1%,i,-3.4
O=c1c2cn[nH]c2nc(SCc2c(F)cccc2F)n1-c1ccc(Cl)cc1,-1.5%,7.6%,i,-0.45,1171,3.9,3.1,3.1,-1.7,1080,0.104,-0.389,-0.448,-0.316,7.6%,i,-1.7
CCOC(=O)c1c(NCc2ccccc2)n[nH]c1C,-24.3%,1.1%,i,-0.18,1363,2.4,2.7,8.1,/,/,-0.541,0.638,-0.271,-0.0124,11.3%,i,2.1
Cc1ccc2nc(-c3cccnc3)c(Nc3ccccc3C)n2c1,-14.4%,1.7%,i,-0.95,1304,3.5,2.1,6.8,0.4,1023,-0.452,-0.274,-0.544,0.456,7.4%,i,1.0
O=C(O)/C(=C/c1ccco1)c1ccccc1,-20.3%,-0.1%,i,0.93,1698,3.0,1.2,2.2,-1.6,1118,0.534,-0.225,0.521,-0.417,3.7%,i,-22.9
CC(C)c1nc(-c2ccccc2)c(-c2ccccc2)[nH]1,7.7%,-5.5%,i,-0.31,912,4.3,2.4,1.1,/,/,2.06,-0.144,1.31,-1.18,7.4%,i,2.8
COCCCn1c(=S)[nH]c2ncccc2c1=O,/,-11.6%,i,0.26,1659,5.8,4.2,4.8,-2.7,1411,-0.455,-0.253,-0.205,0.459,7.7%,i,-6.3
c1cc(-n2nnc3cnccc32)ccn1,-11.0%,22.2%,i,-0.2,1065,/,/,/,1.3,1283,-0.926,-0.722,-0.323,-0.473,-14.4%,/,/
Cc1nc2ccccc2c2oc(C(=O)N3CCc4ccccc4C3)cc12,5.6%,9.4%,i,-1.39,881,8.1,1.2,6.4,/,/,-0.0086,-0.0799,0.0601,-0.955,24.0%,i,-4.6
COc1ccc(C(C)=O)cc1CSCCC#N,7.5%,-0.2%,i,-0.4,931,3.0,2.0,1.9,/,/,4.25,-0.239,2.25,-1.1,-3.3%,i,3.9
c1c2c(cc3sc(N4CCOCC4)nc13)OCCO2,5.0%,5.2%,i,-0.57,1622,4.5,1.8,6.9,1.1,908,-0.24,-0.213,0.0837,-0.12,-1.6%,i,7.4
COc1cccc(Nc2nc(CN3CCOCC3)nc3sc4c(c23)CCCC4)c1,-28.2%,-11.7%,i,-0.48,1369,5.9,2.5,4.9,1.5,1127,1.09,-0.187,1.26,-1.69,-2.5%,i,31.5
Cc1cccc(-n2c(N)cc(=O)nc2SC(C)C(=O)NC2CCCCC2)c1 (stereo not given),-21.2%,-0.2%,i,-0.28,1492,4.4,2.6,3.1,-2.5,998,-0.025,-0.19,-0.627,-0.768,-3.3%,i,-10.9
CC(C)c1ccc(NC(=O)C(=O)c2cn(CC(=O)N3CCCCC3)c3ccccc23)cc1,-26.4%,-3.8%,i,-0.06,1489,2.2,2.3,7.5,-0.3,1120,-0.279,-0.262,-0.139,0.944,5.2%,i,8.1
CCNC(=O)N(C)c1nncnc1C(=O)NC,-10.5%,1.4%,/,0.13,1256,3.3,1.6,4.6,2.9,1195,2.04,0.283,1.16,-1.3,-3.1%,i,1.6
O=C(NN1C(=O)C2C(c3ccccc3)C=CC(c3ccccc3)C2C1=O)c1ccncc1 (stereo not given),-20.0%,-5.5%,i,/,/,2.3,2.3,6.5,0.2,1114,-0.534,0.0469,-0.111,0.347,5.5%,i,-5.8
COc1ccc(CCn2c(N)c(C(=O)NCc3ccco3)c3nc4ccccc4nc32)cc1,-1.8%,-41.5%,i,0.17,1067,15.2*,31.4*,23.2*,13.5,371,0.388,0.466,0.818,-0.626,2.6%,i,1.2
CCN(CC)c1ccc(-c2n[nH]c(=S)n2-c2ccccc2C)cc1,4.0%,-5.1%,i,1.14,1323,6.9,3.5,10.4,0.3,1182,0.0659,-0.203,0.343,1.46,21.1%,i,7.9
Cc1ccc2sc(NC(=O)CN3C(=O)CCC3=O)nc2c1C,-37.0%,7.7%,i,-0.17,1698,1.3,1.6,6.0,-0.7,1091,-0.153,-0.164,0.032,-0.42,-15.0%,i,-1.9
COc1ccc(/C=C/C(=O)NCC(=O)N/N=C(\C)Cc2ccccc2)cc1,0.2%,13.2%,i,-0.36,1172,/,/,/,0.0,1306,4.05e-05,-0.262,-0.0541,0.0392,1.6%,/,/
CCc1ccccc1NS(=O)(=O)c1ccc2c(c1)NC(=O)CC(=O)N2,-12.5%,21.2%,i,-0.18,1317,2.3,2.1,1.4,0.8,1073,1.43,-0.319,0.731,-0.562,9.8%,i,-7.5
O=C(CCN1C(=O)COc2ccccc21)NCCCN1CCc2ccccc2C1,10.3%,16.5%,i,0.43,1046,1.6,1.1,10.8,/,/,1.15,0.35,0.761,-1.02,10.3%,i,-9.8
Cc1ccc(-n2c3c(c(=O)[nH]c2=S)C(C(F)(F)F)(C(F)(F)F)NC(=O)N3)cc1,10.4%,8.6%,i,-0.05,863,2.1,1.9,9.7,/,/,0.0609,-0.112,0.144,-1.3,8.2%,i,-5.5
Cn1c(=O)n(C)c2cc(C(N)=O)ccc21,2.7%,5.0%,i,0.66,1148,4.9,1.5,4.0,-0.7,1153,1.59,-0.221,1.07,-1.4,15.6%,i,0.9
Cc1noc(C)c1S(=O)(=O)N1CCC(C(=O)c2ccccc2)CC1,-7.8%,-9.4%,i,/,/,/,/,/,0.4,1035,0.0209,-0.268,-0.0762,0.614,3.1%,/,/
